Screens (PubChem)
PHOSPHO1 inh: PubChem AID 1565; Phosphoethanolamine/phosphocholine phosphatase (Homo sapiens), Q8TCT1; recombinant PHOSPHO1, absorbance phosphatase assay; inhibition, % at 13.3 µM; actives 1.1% (n = 290,000); in the data active = inhibition above about 60%
Target sequence (Q8TCT1 whole entry, looked up): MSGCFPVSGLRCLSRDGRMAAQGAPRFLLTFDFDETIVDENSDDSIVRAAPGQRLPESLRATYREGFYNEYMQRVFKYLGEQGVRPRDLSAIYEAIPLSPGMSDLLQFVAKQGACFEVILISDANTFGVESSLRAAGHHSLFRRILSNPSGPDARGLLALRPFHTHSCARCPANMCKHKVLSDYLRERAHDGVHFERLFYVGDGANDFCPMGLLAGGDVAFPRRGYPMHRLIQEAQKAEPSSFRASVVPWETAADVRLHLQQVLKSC
VIM-2 inhibitor: VIM-2 metallo-beta-lactamase inhibitors, primary screen, biochemical, epi-absorbance readout, Pseudomonas aeruginosa enzyme; purified VIM-2, nitrocefin hydrolysis, epi-absorbance fluorescence; inhibition, % at 5.6 µM; actives 0.89% (n = 290,000); AID 1527, 2009;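 active = inhibition above the mean of all tested compounds plus 3 SD, cutoff set per screening run, cut at about 7.5% in these data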;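 note: red hydrolysis product quenches plate fluorescence so inhibitors raise well fluorescence; 0% = enzyme with DMSO and 100% = DMSO without enzyme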
p-CIP stab down: p/CIP-EGFP fusion destabilizers, primary screen, fluorescence, F442A cells. 16 h. Q05BA5. decrease of EGFP signal, % at 10 µM. actives 0.01% (n = 290,000);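 active = EGFP signal decrease of at least 30% at 10 µM or well 3 SD below plate mean, unless failing retest; inactive = the rest, including hits failing retest or dose response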; note: some compounds called inactive have numbers as strong as hits; many of its hits are not listed in these tables
IDE act: human IDE activators in live cells, primary screen, fluorescence polarization, HEK cells, FAbeta-B substrate; Insulin-degrading enzyme (Homo sapiens), P14735; FAbeta-B cleavage; 0% vehicle, 100% cell-free pure enzyme wells; activation, % at 5.96 µM; actives 0.073% (n = 340,000); AID 493087, 2011;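 active = activation above the mean of all tested compounds plus 3 SD, set per screening campaign, cut at about 17% in these data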
IMP-1 inh: IMP-1 metallo-beta-lactamase inhibitors, primary screen, biochemical, epi-absorbance readout, Pseudomonas aeruginosa enzyme | purified IMP-1, nitrocefin hydrolysis, epi-absorbance fluorescence | inhibition, % at 5.6 µM | actives 0.45% (n = 290,000) | AID 1556, 2009;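 active = inhibition above the mean plus 3 SD of all compounds in the same screening run, cut at about 4.5% in these data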;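 note: 0% = IMP-1 with DMSO and 100% = DMSO wells lacking enzyme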
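System: purified IMP-1 / Input: IMP-1 dispensed at 0.2 nM / Medium: 50 mM HEPES pH 7.1, 50 µM ZnSO4, 0.05% Brij 35 / Timing: 15 min enzyme–compound preincubation, then 25 min nitrocefin reaction, 25 °C / Technique: plate fluorescence quenching by hydrolysis product, ex 480/em 530 nm / Repeats: singlicate testing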
FID counter: compounds displacing fluorescent DNA intercalator, primary screen, artefact control for HCV NS3 helicase inhibitor project, biochemical, FID fluorescence. AID 1845, 2009. inhibition, % at 7.9 µM. DNA fluorescent intercalator displacement. actives 0.17% (n = 290,000); in the data active = inhibition above about 37%;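 note: 0% = vehicle and 100% = reference compound; higher means more ethidium bromide displaced from hairpin DNA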
UBC9 SUMO inh: inhibitors of in vitro SUMOylation cascade, primary screen, biochemical, HTRF, uHTS; actives 0.36% (n = 290,000); SUMO-conjugating enzyme UBC9 (Homo sapiens), P63279; HTRF SUMOylation assay, SAE1/SAE2 + UBC9; inhibition, % at 35 µM; in the data active = inhibition above about 50%, passing the limit was not always enough; note: strong numbers were not always called active
Target sequence (P63279 whole entry, looked up): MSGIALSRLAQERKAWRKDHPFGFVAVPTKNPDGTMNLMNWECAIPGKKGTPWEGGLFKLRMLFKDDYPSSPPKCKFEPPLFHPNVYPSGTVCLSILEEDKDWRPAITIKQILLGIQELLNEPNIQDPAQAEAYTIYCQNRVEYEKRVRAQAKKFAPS
MEKK3 PB1 HTS: modulators of MEKK3-MEK5 PB1 binding, primary screen, biochemical, wildtype MEKK3, multiplex bead flow cytometry, Alexa488-MEK5 | bead-based flow cytometry, Alexa488-MEK5 binding to MEKK3; actives lie on both sides; 0 = blocked by unlabeled MEK5, 100 = vehicle | actives 1.4% (n = 290,000) | Mitogen-activated protein kinase kinase kinase 3 (Homo sapiens), Q99759 | AID 1529, 2009 | binding response (% of control), % at 10 µM;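 active = binding response more than 3 SD above or below the average of its plate-row segment, actives on both sides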;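 note: Alexa488 bead fluorescence after subtracting the streptavidin-only scavenger bead signal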
Target sequence (Q99759 whole entry, looked up): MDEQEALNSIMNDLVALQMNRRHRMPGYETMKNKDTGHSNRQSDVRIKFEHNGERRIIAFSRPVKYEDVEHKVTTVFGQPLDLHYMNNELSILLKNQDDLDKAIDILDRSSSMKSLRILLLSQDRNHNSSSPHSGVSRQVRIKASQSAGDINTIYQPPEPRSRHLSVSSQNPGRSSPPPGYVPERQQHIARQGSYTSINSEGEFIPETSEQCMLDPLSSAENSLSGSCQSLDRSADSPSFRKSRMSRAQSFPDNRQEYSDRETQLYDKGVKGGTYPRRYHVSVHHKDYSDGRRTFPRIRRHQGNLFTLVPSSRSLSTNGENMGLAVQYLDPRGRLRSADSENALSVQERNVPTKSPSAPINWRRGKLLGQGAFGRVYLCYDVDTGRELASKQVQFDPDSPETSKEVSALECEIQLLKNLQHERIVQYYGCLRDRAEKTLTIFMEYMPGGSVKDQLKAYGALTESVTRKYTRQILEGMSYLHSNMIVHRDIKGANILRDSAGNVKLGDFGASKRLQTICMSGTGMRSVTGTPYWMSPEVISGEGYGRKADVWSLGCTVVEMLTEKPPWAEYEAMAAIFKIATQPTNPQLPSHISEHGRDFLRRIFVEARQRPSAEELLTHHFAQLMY
HCV NS3 hel inh: inhibitors of HCV NS3 helicase, primary screen, biochemical, Cy5 molecular beacon fluorescence; Hepatitis C virus NS3 helicase; NS3 helicase DNA unwinding; inhibition, % at 10.9 µM; actives 0.56% (n = 290,000);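 active = inhibition above the mean of all tested compounds plus 3 SD, set per campaign, cut at about 35% in these data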;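 note: 0% = DMSO wells and 100% = thioflavine S control wells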
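Material: hepatitis C virus NS3 helicase domain fragment enzyme; measured by: Cy5 fluorescence, 0 and 60 min reads; control set: DMSO and thioflavine S; incubation: 60 min unwinding reaction at 25 °C after ATP addition; read-out basis: % inhibition from 60/0 min fluorescence ratio, DMSO 0%, thioflavine S 100%; repeats: singlicate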
Starred values were filed as active, the others as inactive; [ ] = another dose, or the depositor's remark. Only part of the results is shown; the hit share may differ from the screen's.

Screening O=C(COC(=O)c1ccccc1NC(=O)C1CC1)c1ccc2c(c1)OCCO2 returned PHOSPHO1 inh -4, VIM-2 inhibitor 1.9, p-CIP stab down -9, IMP-1 inh -2.1, FID counter 4, UBC9 SUMO inh -8, MEKK3 PB1 HTS 105 and HCV NS3 hel inh -8.
Screening COc1cccc(C(=O)N2CCN=C2SCc2cccnc2)c1OC returned PHOSPHO1 inh -3, VIM-2 inhibitor -0.6, p-CIP stab down -12, IDE act 6, IMP-1 inh -2.5, FID counter -8, UBC9 SUMO inh -2, MEKK3 PB1 HTS 115 and HCV NS3 hel inh -4.
For CCC(C)(C(=O)Nc1ccc(OC)cc1)N(C)C(=O)Cn1nnnc1N (stereo not given) the results were PHOSPHO1 inh 17, VIM-2 inhibitor -3.2, p-CIP stab down -12, IDE act -5, IMP-1 inh -2.6, FID counter -10, UBC9 SUMO inh 1, MEKK3 PB1 HTS 100 and HCV NS3 hel inh 8.
`Cn1c(Cn2c(=O)sc3ccccc32)nnc1SCC(=O)NCc1ccccc1Cl` gave PHOSPHO1 inh 15, VIM-2 inhibitor 3.0, p-CIP stab down 9, IDE act 4, IMP-1 inh 2.6, FID counter -1, UBC9 SUMO inh 13 and HCV NS3 hel inh -3.
For O=C1CCc2cc(S(=O)(=O)N3CCCC3C(=O)NC3CCCCCCC3)ccc2N1 (stereo not given) the results were PHOSPHO1 inh -12, VIM-2 inhibitor -2.1, p-CIP stab down -3, IDE act 7, IMP-1 inh -2.5, FID counter -33, UBC9 SUMO inh 11, MEKK3 PB1 HTS 104 and HCV NS3 hel inh 4.
O=C(Nc1nnc(SCC(=O)N2CCCCC2)s1)c1ccccc1F was read as PHOSPHO1 inh 22, VIM-2 inhibitor 9.2*, p-CIP stab down -9, IDE act -2, IMP-1 inh 0.7, FID counter -23, UBC9 SUMO inh 5, MEKK3 PB1 HTS 101 and HCV NS3 hel inh 20.
`Cc1cccc(NC(=O)CN2C(=O)CCSc3ccc(S(=O)(=O)N4CCOCC4)cc32)c1C` gave PHOSPHO1 inh 58, VIM-2 inhibitor -0.5, p-CIP stab down 2, IDE act 3, IMP-1 inh 0.2, FID counter -54, UBC9 SUMO inh 1, MEKK3 PB1 HTS 97 and HCV NS3 hel inh -8.
`Cn1nnc(NC(=S)NC(=O)/C=C/c2ccco2)n1` gave PHOSPHO1 inh -11, VIM-2 inhibitor -2.3, p-CIP stab down -16, IDE act 0, IMP-1 inh -3.3, FID counter -4, UBC9 SUMO inh 35, MEKK3 PB1 HTS 101 and HCV NS3 hel inh 27.
CNC(=O)/C=C/c1cccc(C(F)(F)F)c1 was read as PHOSPHO1 inh -5, VIM-2 inhibitor -3.9, p-CIP stab down 1, IDE act 1, IMP-1 inh -2.2, FID counter 3, UBC9 SUMO inh -14, MEKK3 PB1 HTS 73*[inhibitor] and HCV NS3 hel inh -2.
Cc1cc(/C=C2\SC(=S)NC2=O)c(C)n1-c1ccccc1 was read as PHOSPHO1 inh -48, VIM-2 inhibitor 1.8, p-CIP stab down -24, IMP-1 inh -3.4, FID counter -10, UBC9 SUMO inh 36, MEKK3 PB1 HTS 93 and HCV NS3 hel inh 39*.
CC(=O)N1N=C(c2cccs2)CC1c1ccc(C)o1 (stereo not given) was read as PHOSPHO1 inh 41, VIM-2 inhibitor -2.8, p-CIP stab down 3, IDE act 5, IMP-1 inh -2.6, FID counter -15, UBC9 SUMO inh 8, MEKK3 PB1 HTS 92 and HCV NS3 hel inh 24.
`CC(C)(C)C(=O)NC(=S)NCCc1ccccc1` gave PHOSPHO1 inh 30, VIM-2 inhibitor -1.6, p-CIP stab down -2, IDE act 5, IMP-1 inh -1.5, FID counter -5, UBC9 SUMO inh 18, MEKK3 PB1 HTS 1.0*[inhibitor] and HCV NS3 hel inh 6.
For Cc1ccc(N(CC(=O)Nc2cccc(Cl)c2C)S(C)(=O)=O)cc1 the results were PHOSPHO1 inh 4, VIM-2 inhibitor -0.8, p-CIP stab down -5, IDE act 1, IMP-1 inh -1.4, FID counter -13, UBC9 SUMO inh 6, MEKK3 PB1 HTS 105 and HCV NS3 hel inh 6.
CC(C)C(=O)NC(Nc1cc(C(F)(F)F)ccc1Cl)C(Cl)(Cl)Cl (stereo not given) was read as PHOSPHO1 inh -17, VIM-2 inhibitor -3.2, p-CIP stab down -4, IDE act 4, IMP-1 inh -3.5, FID counter -7, UBC9 SUMO inh -31, MEKK3 PB1 HTS 96 and HCV NS3 hel inh -4.
Screening CCOC(=O)c1c(S(=O)(=O)N2CCN(c3ccc(C(C)=O)cc3)CC2)c(C)n(C)c1C returned PHOSPHO1 inh 55, VIM-2 inhibitor -1.0, p-CIP stab down 1, IDE act 0, IMP-1 inh -1.4, FID counter -47, UBC9 SUMO inh 0, MEKK3 PB1 HTS 103 and HCV NS3 hel inh -5.
Screening CCOC(=O)C1=C(C)NC(SCC(=O)Nc2cc(C)on2)=C(C#N)C1c1cccs1 (stereo not given) returned PHOSPHO1 inh -13, VIM-2 inhibitor -3.5, p-CIP stab down -15, IDE act -1, IMP-1 inh -2.6, FID counter -13, UBC9 SUMO inh 6, MEKK3 PB1 HTS 85 and HCV NS3 hel inh 2.
Screening COc1ccc(OC(C)C(=O)NC2CC(C)(C)NC(C)(C)C2)cc1 (stereo not given) returned PHOSPHO1 inh -5, VIM-2 inhibitor -4.3, p-CIP stab down -5, IDE act 8, IMP-1 inh -4.8, FID counter 8, UBC9 SUMO inh 20, MEKK3 PB1 HTS 99 and HCV NS3 hel inh 5.
`COC(=O)c1ccc(-c2ccco2)n1Cc1cc(C)ccc1C` gave PHOSPHO1 inh -14, VIM-2 inhibitor -1.6, p-CIP stab down -3, IDE act 4, IMP-1 inh -3.2, FID counter 0, UBC9 SUMO inh -2, MEKK3 PB1 HTS 96 and HCV NS3 hel inh -6.
For Cc1cccc(CNC(=O)c2ccc3c(c2)N(C)CCS3)c1 the results were PHOSPHO1 inh 23, VIM-2 inhibitor -2.4, p-CIP stab down 1, IDE act -1, IMP-1 inh -2.0, FID counter -26, UBC9 SUMO inh 33, MEKK3 PB1 HTS 99 and HCV NS3 hel inh -9.
Screening Cc1cnc(C(=O)Nc2ccc3c(c2)CCC3)cn1 returned PHOSPHO1 inh 18, VIM-2 inhibitor -3.2, p-CIP stab down -8, IDE act 1, IMP-1 inh -0.3, FID counter -7, UBC9 SUMO inh -12, MEKK3 PB1 HTS 108 and HCV NS3 hel inh 16.

The closing two entries of the part before lead into the next.
For Cc1cccc(CNC(=O)c2ccc3c(c2)N(C)CCS3)c1 the results were PHOSPHO1 inh 23, VIM-2 inhibitor -2.4, p-CIP stab down 1, IDE act -1, IMP-1 inh -2.0, FID counter -26, UBC9 SUMO inh 33, MEKK3 PB1 HTS 99 and HCV NS3 hel inh -9.
Screening Cc1cnc(C(=O)Nc2ccc3c(c2)CCC3)cn1 returned PHOSPHO1 inh 18, VIM-2 inhibitor -3.2, p-CIP stab down -8, IDE act 1, IMP-1 inh -0.3, FID counter -7, UBC9 SUMO inh -12, MEKK3 PB1 HTS 108 and HCV NS3 hel inh 16.
`O=C(NCCCN1CCOCC1)c1ccc2c(=O)n(CCc3ccccc3)c(=O)[nH]c2c1` gave PHOSPHO1 inh 15, VIM-2 inhibitor -2.0, p-CIP stab down 6, IDE act 2, IMP-1 inh -3.0, FID counter 11, UBC9 SUMO inh 3, MEKK3 PB1 HTS 100 and HCV NS3 hel inh -5.
`COc1ccc(-n2c(SCC(=O)NCC3CCCO3)nc3n[nH]c(C)c3c2=N)cc1` (stereo not given) gave PHOSPHO1 inh 18, VIM-2 inhibitor -4.7, p-CIP stab down -7, IDE act 1, IMP-1 inh -2.9, FID counter -21, UBC9 SUMO inh -8, MEKK3 PB1 HTS 106 and HCV NS3 hel inh -3.
COCCC(=O)NC1CCCc2c1cnn2-c1cccc(C)c1C (stereo not given) was read as PHOSPHO1 inh 19, VIM-2 inhibitor -0.9, p-CIP stab down 1, IDE act 3, IMP-1 inh -1.6, FID counter -11, UBC9 SUMO inh -8, MEKK3 PB1 HTS 102 and HCV NS3 hel inh 9.
`O=C1Nc2ccccc2C1=Nc1ccc(F)cc1` gave PHOSPHO1 inh 35, VIM-2 inhibitor -0.5, p-CIP stab down -3, IDE act 2, IMP-1 inh -2.2, FID counter -1, UBC9 SUMO inh 0, MEKK3 PB1 HTS 101 and HCV NS3 hel inh 3.
`CC1Cc2ccccc2N1S(=O)(=O)c1cccc(C(=O)NCCCn2ccnc2)c1` (stereo not given) gave PHOSPHO1 inh 25, VIM-2 inhibitor -2.4, p-CIP stab down 5, IDE act 8, IMP-1 inh -2.3, FID counter 7, UBC9 SUMO inh 13, MEKK3 PB1 HTS 106 and HCV NS3 hel inh -23.
Cc1cccc(NC(=S)N2CCN(C(=O)c3ccco3)CC2)c1 was read as PHOSPHO1 inh 18, VIM-2 inhibitor 3.6, p-CIP stab down -15, IDE act -2, IMP-1 inh -0.7, FID counter -11, UBC9 SUMO inh 8, MEKK3 PB1 HTS 100 and HCV NS3 hel inh 18.
Screening O=C(COc1ccccc1)NC(Cc1c[nH]c2ccccc12)C(=O)O (stereo not given) returned PHOSPHO1 inh 21, VIM-2 inhibitor -1.2, p-CIP stab down -7, IDE act 1, IMP-1 inh -0.2, FID counter -13, UBC9 SUMO inh 19, MEKK3 PB1 HTS 96 and HCV NS3 hel inh 2.
Cc1[nH]nc2c1C(c1ccccc1F)CC(=O)N2 (stereo not given) was read as PHOSPHO1 inh 32, VIM-2 inhibitor -3.3, p-CIP stab down -31, IDE act 2, IMP-1 inh -2.0, FID counter 2, UBC9 SUMO inh 24, MEKK3 PB1 HTS 92 and HCV NS3 hel inh -3.
For COc1ccc(C2CC(c3cccs3)=NN2C(=O)CCC(=O)O)cc1OC (stereo not given) the results were PHOSPHO1 inh 25, VIM-2 inhibitor 0.2, p-CIP stab down -3, IDE act 4, IMP-1 inh -1.5, FID counter -36, UBC9 SUMO inh 5, MEKK3 PB1 HTS 104 and HCV NS3 hel inh 6.
For O=C(NC1=NCCS1)c1ccc(Cl)c(Cl)c1 the results were VIM-2 inhibitor -2.2, p-CIP stab down -115, IDE act 3, IMP-1 inh -2.3, FID counter -7, UBC9 SUMO inh 7, MEKK3 PB1 HTS 105 and HCV NS3 hel inh -9.
For NC(=O)c1sc2nc(-c3ccccc3)c3c(c2c1N)CCCC3 the results were PHOSPHO1 inh 2, VIM-2 inhibitor -1.4, p-CIP stab down -3, IDE act -4, IMP-1 inh -2.5, FID counter -17, UBC9 SUMO inh -1, MEKK3 PB1 HTS 100 and HCV NS3 hel inh 27.
